# OXTR potentiator – human OXTR potentiation. CHO-OTR cells, Fluo-8 calcium fluorescence, potentiator mode; 0% = oxytocin EC15, 100% = EC100. activation, % at 3 µM. actives 0.061% (n = 320,000);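 active means activation above that plate's cutoff, the mean activation of tested compounds plus 3 SD, cut at about 6.6% in these data, passing the limit was not always enough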;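 further: 100% uses oxytocin at 75 nM as the full agonist control; some results filed as inactive read as strong as hits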
#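 System: human OTR in CHO cells; Also added: sub-maximal oxytocin, roughly EC15; Timing: compound 6 min at room temperature before oxytocin, 100 s read; Technique: Fluo-8 intracellular calcium fluorescence, ex 470-495, em 515-575 nm; Controls: oxytocin EC15 low and EC100 high; Replication: singlicate.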
# CHRM1 agonist – human M1 muscarinic receptor agonism; P11229; CHO-K1 hM1, Fluo-8 calcium fluorescence, agonist mode; 0% DMSO, 100% acetylcholine EC100; activation, % at 3 µM; actives 0.33% (n = 360,000); AID 588814;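 active means activation above the run's mean compound activation plus 3 SD, cut at about 16% in these data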;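 further: peak over basal fluorescence ratio within a 140 s kinetic read after compound addition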
# Target sequence (P11229 whole entry, looked up): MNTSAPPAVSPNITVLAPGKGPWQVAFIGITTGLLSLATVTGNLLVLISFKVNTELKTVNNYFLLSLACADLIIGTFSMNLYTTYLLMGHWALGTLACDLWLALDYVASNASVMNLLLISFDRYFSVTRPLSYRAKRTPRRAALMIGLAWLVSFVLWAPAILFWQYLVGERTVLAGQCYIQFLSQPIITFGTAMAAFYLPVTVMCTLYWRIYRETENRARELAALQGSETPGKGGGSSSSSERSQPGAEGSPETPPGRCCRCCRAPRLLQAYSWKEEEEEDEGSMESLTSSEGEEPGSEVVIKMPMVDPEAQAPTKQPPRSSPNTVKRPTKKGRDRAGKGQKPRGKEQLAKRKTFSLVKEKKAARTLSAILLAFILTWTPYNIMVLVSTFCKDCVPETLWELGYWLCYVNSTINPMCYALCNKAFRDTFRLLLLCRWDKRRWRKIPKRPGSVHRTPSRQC
# TAAR1 antag – human TAAR1 antagonism | CHO RD-HGA16 TAAR1, Fluo-8 calcium fluorescence, antagonist | inhibition, % at 3 µM | AID 624466 | Q96RJ0 | actives 1.5% (n = 360,000);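 active means inhibition above a per-plate cutoff, the mean inhibition of test compounds on that plate plus 3 SD, cut at about 49% in these data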;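 further: 0% = DMSO plus EC80 beta-PEA response and 100% = DMSO alone without agonist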
# Target sequence (Q96RJ0 whole entry, looked up): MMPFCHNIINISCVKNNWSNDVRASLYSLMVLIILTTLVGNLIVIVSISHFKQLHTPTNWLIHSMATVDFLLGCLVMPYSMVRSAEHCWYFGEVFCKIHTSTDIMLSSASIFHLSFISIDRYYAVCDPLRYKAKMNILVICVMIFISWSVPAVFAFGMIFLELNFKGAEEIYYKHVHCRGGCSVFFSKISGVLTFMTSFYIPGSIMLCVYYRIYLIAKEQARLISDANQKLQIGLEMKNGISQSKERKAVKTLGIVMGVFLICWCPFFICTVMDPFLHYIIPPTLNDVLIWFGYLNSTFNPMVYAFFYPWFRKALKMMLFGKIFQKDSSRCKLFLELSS
#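 Material: RD-HGA16 CHO cells with stable hTAAR1 and Gα16; Dosing: single nominal final test compound concentration of 3 µM; Schedule: seeding 17-24 h prior, 75-min 37 °C, 30-min RT dye loading; Detection: kinetic Fluo-8 calcium fluorescence measurement; Measure: % inhibition from peak post-agonist over basal fluorescence ratio; Benchmarks: vehicle and agonist controls.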
# CHO parental Ca – counter-screen for OX1R antagonists: effect in parental CHO cells. actives 0.63% (n = 330,000). inhibition, % at 5.6 µM. parental CHO-K1, ATP-induced calcium, Fluo-8 fluorescence;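 active means inhibition above that plate's mean sample inhibition plus 3 SD, cut at about 26% in these data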;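 further: 0% = ATP-challenged DMSO wells and 100% = DMSO wells without ATP; some compounds past the cut are filed as inactive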
#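 Assay system: parental CHO cells; Read-out basis: percent inhibition of ATP-evoked calcium rise, normalized to controls; Benchmarks: ATP and no-ATP DMSO wells; Compound dosing: single nominal dose of 5.6 µM per compound; Signal: Fluo-8 calcium dye fluorescence; Also added: ATP as calcium-mobilizing challenge; Repeats: singlicate.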
# M1 PAM parental – nonselective activator or artifact in parental CHO-K1 calcium assay. ATP EC20, Fluo-8 calcium fluorescence; 0% at ATP EC20, 100% at ATP max. activation, % at 3 µM. actives 0.02% (n = 360,000). AID 602247;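 active means activation above the run cutoff, the mean activation of all test compounds plus 3 SD, cut at about 40% in these data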;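 further: peak over basal fluorescence ratio in a 140 s read after ATP addition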
# M1 antag – antagonists of human M1 muscarinic receptor; P11229; CHO-K1 hM1, Fluo-8 calcium fluorescence, ACh EC80 antagonist; inhibition, % at 3 µM; actives 1.3% (n = 360,000); AID 588852;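 active means percent inhibition above its own plate's cutoff, namely the mean of that plate's compound wells plus 3 SD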;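 further: peak over basal fluorescence ratio during 140 s after agonist addition; 0% = ACh EC80 plus DMSO and 100% = DMSO alone without agonist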
# CHO-K1 Ca ag – nonselective activator or artifact in parental CHO-K1 cells. AID 602248. activation, % at 3 µM. Fluo-8 calcium fluorescence; scaled to maximal ATP response, vehicle zero. actives 0.48% (n = 360,000); in the data active means activation above about 15%;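 further: untransfected CHO-K1 host cells lacking M1 receptor as counterscreen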
# CHO-K1 Ca antag – M1 antagonist counterscreen hit in parental CHO-K1 cells. ATP-induced calcium, Fluo-8 fluorescence. inhibition, % at 3 µM. actives 0.6% (n = 360,000). AID 602250;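 active means inhibition above a per-plate cutoff, the plate's mean sample inhibition plus 3 SD, cut at about 24% in these data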;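 further: 0% = DMSO plus EC80 ATP and 100% = DMSO alone without ATP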
# TAAR1 agonist – human TAAR1 agonism; CHO RD-HGA16 TAAR1, Fluo-8 calcium fluorescence; vehicle wells 0%, saturating PEA agonist 100%; Q96RJ0; activation, % at 3 µM; AID 624467; actives 0.99% (n = 360,000);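 active means activation above the mean activation of all test compounds in the run plus 3 SD, cut at about 38% in these data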
#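 System: CHO RD-HGA16 cells carrying human TAAR1 plus Gα16; Incubation: 17-24 h seeding, 75 min 37 °C dye, 30 min RT; Measured by: Fluo-8 fluorescence, 5 s baseline then 140 s kinetic read; Control set: DMSO and PEA EC100; Replication: single well for each compound.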
# Numbers without * were called inactive; . = not tested or not shown.
# Results follow in this order: OXTR potentiator, M1 PAM parental, CHO-K1 Ca ag, M1 antag, CHRM1 agonist, CHO parental Ca, CHO-K1 Ca antag, TAAR1 agonist, TAAR1 antag
Cc1ccc(S(=O)(=O)N(C)c2ccc(C(=O)N(C)Cc3nc4ccccc4c(=O)[nH]3)cc2)cc1
    ., -5, 5.9, 0, -6, ., -4, 4, 8
CN(C)c1cccc(CNC(=O)c2csc([C@@H]3C[C@H](O)[C@@H](CO)O3)n2)c1
    ., 3, -0.2, -7, -2, ., 5, 1, 3
COc1ccc(-n2cc(-c3ccccc3)c3c(N4CC(C)OC(C)C4)ncnc32)cc1 (stereo not drawn)
    -6, -7, 3.2, 23, -3, -35, -1, 4, 40
CCn1cc(C(=O)N[C@H](C(=O)NCCCn2ccnc2)C(C)C)c(=O)c2cc3c(cc21)OCO3
    -10, -6, 0.8, 10, -4, 16, -10, 2, -7
O=C(Cn1nc2n(c1=O)-c1ccccc1SC2)N/N=C/c1cccnc1
    3, -20, 1.1, 2, -6, -19, 10, 3, -22
Cc1cccc(C)c1NC(=O)CN(Cc1ccccc1)Cc1ccccc1
    ., 15, 6.0, -24, 18*, ., -9, 16, 62*
O=C(c1ccc([N+](=O)[O-])cc1)N1CCN(Cc2ccccc2[N+](=O)[O-])CC1
    0, 10, 2.7, -3, -12, 6, 2, 5, 2
CN(C)c1cccc2cccc(N(C)C)c12
    1, 17, 0.3, -9, -5, -13, -7, 3, -12
O=C(CSc1ccccn1)N1CCN(c2cccc(Cl)c2)CC1
    -5, -4, 0.5, 4, -3, -18, 12, 8, -8
O=C(c1cc(Br)ccc1OC(F)F)N1CCN2CCCC2C1 (stereo not drawn)
    -3, -19, -0.1, 13, -9, -10, 13, 2, -6
Cc1ccc(C(=O)CC(=O)c2ccc(C)cc2O)cc1
    ., 19, -0.5, -19, -7, ., -13, 2, -32
Cc1ccc(NS(=O)(=O)c2csc(C(N)=O)c2)c(C)c1
    -5, 11, 5.5, 2, -3, 0, -14, 2, -12
O=C(CCCCCN1C(=O)[C@@H]2Cc3ccccc3CN2C1=O)Nc1cccc(F)c1
    -12, -27, 14, 25, 3, -10, 5, 8, 67*
Cc1ccc(-c2c[n+](CC(=O)Nc3ccc(C)cc3C)c3n2CCC3)cc1
    6, 10, 0.7, 8, 0, -3, -3, 3, 6
CC1Cc2ccccc2N1C(=O)CSc1ncc(-c2ccc(F)cc2)n1C (stereo not drawn)
    3, 7, 0.9, 18, -12, -14, -5, -1, -23

# Results in CHO parental Ca, for three of the compounds above:
canonical_smiles | CHO parental Ca
Cc1ccc(NS(=O)(=O)c2csc(C(N)=O)c2)c(C)c1 | 0
Cc1ccc(-c2c[n+](CC(=O)Nc3ccc(C)cc3C)c3n2CCC3)cc1 | -3
O=C(Cn1nc2n(c1=O)-c1ccccc1SC2)N/N=C/c1cccnc1 | -19

# New compounds follow
# Results follow in this order: OXTR potentiator, M1 PAM parental, CHO-K1 Ca ag, M1 antag, CHRM1 agonist, CHO parental Ca, CHO-K1 Ca antag, TAAR1 agonist, TAAR1 antag
C=CCOC(=O)c1ccccc1C(=O)OCC1CO1 (stereo not drawn)
    ., 16, 0.9, -16, -2, ., -12, 0, 8
C=CCOC(=O)C1=C[C@H](C(C)(C)C)[C@@H](CCCO)[C@H](OCC)O1
    -5, 17, 0.3, -11, -5, -9, -18, 2, 11
COc1cc(C(=O)NCCc2ccc(S(N)(=O)=O)cc2)ccc1OCc1c(C)noc1C
    0, 0, 0.6, 0, -3, -26, -8, 2, 30
COc1ccc2c(c1)[n+](=O)c(C(C)=O)c(C)n2[O-]
    -10, 15, 0.0, -22, -2, 21, -9, 0, -6
CC(C#N)Sc1ncnc2sc3c(c12)CCC3 (stereo not drawn)
    -3, 13, 2.3, -20, -9, 5, -6, 17, 2
Cc1oc2c(O)c(O)ccc2c(=O)c1-c1ccccc1
    -1, 4, -0.7, -10, 11, -6, 11, -1, 1
C[C@@H]([C@H](O)c1ccccc1)N(C)C(=S)Nc1ccccc1
    ., 8, 0.5, -14, -4, ., -4, 3, -18
Cc1cccc(NC(=S)N2CCCC(c3nc4ccccc4[nH]3)C2)c1 (stereo not drawn)
    -13, 14, 0.8, -7, -5, -17, -7, 3, 6
O=S1(=O)CC(N2CCN(c3ncccn3)CC2)CN1Cc1ccc(F)cc1 (stereo not drawn)
    ., 3, 0.7, -10, 4, ., 15, 0, 9
O=C(Cc1ccc(-n2c(=S)[nH]c3ccccc3c2=O)cc1)N1CCC(N2CCCCC2)CC1
    -16, -3, 0.0, 15, -7, 3, 3, 0, 3
COc1ccc(NC(=O)CCNS(=O)(=O)c2ccc3c(c2)c(=O)n(C)c(=O)n3C)c(OC)c1
    -4, -10, -0.3, 14, -12, -9, 11, 0, -25
C/C(=N\NC(=O)c1nnn(-c2nonc2N)c1CN(C)C)c1ccco1
    -5, -7, 0.7, 0, -1, -4, 0, 4, -12
Cc1ccc(CNC(=O)CSc2nnnn2C)cc1
    5, 22, 0.6, -6, -5, 5, -11, -1, -3
COc1ccc2c(c1OC)c(=O)n1c3ccc(OC(C)C(=O)NCCCN4CCOCC4)cc3c3ccnc2c31 (stereo not drawn)
    -1, 4, 0.2, 6, -4, -15, 8, ., .
COC(=O)CNC(c1ccccc1Cl)c1cc(Br)ccc1NC(=O)CCN1CCOCC1 (stereo not drawn)
    -11, -8, -0.4, 3, -5, -23, 12, 2, 12
O=C(/C=C/NCc1ccc(F)cc1)c1ccccc1
    2, 13, 1.1, -5, -4, -27, -4, 1, -10
O=C(NCc1ccccc1Cl)C1CC(=O)N(Cc2ccccc2)C1 (stereo not drawn)
    -18, 29, 1.6, 10, 2, -15, -18, 1, -16
CCc1c(O)nc2sc3ccccc3n2c1=O
    5, 7, 0.5, -8, 0, 1, -5, 10, -24
CN(C1=NS(=O)(=O)N=C(N(C)c2ccccc2)O1)c1ccccc1
    ., -10, -0.1, 6, -2, ., 6, 0, -15
C=C(Cl)COc1ccc2c(CCCC)cc(=O)oc2c1
    -12, 12, 0.3, 4, -4, -14, -10, 5, 11
C/C(=N\NC(=O)c1cccs1)c1ccc(C(=O)O)s1
    ., -12, 0.1, 4, 0, ., -8, 0, -16
CCN(CC)C(=O)c1cccc(NC(=O)c2ccccc2OCc2c(C)noc2C)c1
    3, 11, 1.1, -7, -3, -21, -19, 0, 39
CC(C)C1C(=O)N(Cc2cn(Cc3ccco3)nn2)CCS(=O)(=O)N1Cc1ccc(-c2ccc(F)nc2)cc1 (stereo not drawn)
    ., -5, 0.2, -15, -3, ., -2, 3, -16
CCOc1ccc(NC(=O)CSc2nnc(COc3c(C)cccc3C)o2)cc1
    1, 18, 0.1, -8, -5, -6, 3, 3, -23
COc1ccc(C(=O)CSc2nnc(CNC(=O)c3ccco3)n2C)cc1
    0, -12, 5.0, 2, -3, -10, -10, 1, -9
COc1ccc(NC(=S)N(Cc2ccc(C(=O)O)cc2)Cc2ccc(OC)c(OC)c2)cc1
    1, -11, -0.4, -18, -1, 5, -6, -1, 4
COc1ccc(CC(=O)N(C)CC(=O)Nc2ccccc2SC)cc1
    3, -4, 14, 9, 1, -4, 8, -2, -10
COC(=O)/C=C/c1cnc2ccccc2c1
    -11, -12, -0.4, -7, -2, -3, 4, 0, 12
O=C(NCc1cccnc1)c1cnc2sccn2c1=O
    -5, 18, -0.2, -16, -3, -2, 3, 1, -9
COc1ccc(C(=O)c2c(N)sc3c2CCN(C(=O)OC(C)(C)C)C3)cc1
    -7, 6, 0.0, -8, -3, -15, -8, 2, -25
Cc1cc(C)cc(C(=O)NCC(=O)OCC(=O)N2c3ccccc3NC(=O)C2(C)C)c1
    -8, 20, 0.8, 2, -5, -10, -10, 2, -9
NC(Cc1ccc(C(F)(F)F)cc1)c1csc(Nc2ccc(C(=O)NCc3ccco3)cn2)n1 (stereo not drawn)
    ., 26, -0.6, -7, 1, ., -2, 20, 26
CCC(Oc1ccccc1)C(=O)NCCOC (stereo not drawn)
    0, -11, 0.0, 5, -4, -2, 7, 4, -11
CCCCCCc1c(C)nc(-n2[nH]c(C)c(CCO)c2=O)[nH]c1=O
    7, -8, -0.1, -2, -9, -12, 10, 1, -7
CC(C)COC(=O)c1cc(=O)[nH]c2ccccc12
    -9, 19, 0.1, -8, -4, 5, -18, 1, -13
CCN(C(=O)CSc1nc2ccccc2n1CC)C1CCS(=O)(=O)C1 (stereo not drawn)
    -4, -11, 0.0, 2, -7, -8, -13, 3, -10
CCc1nn(CC(=O)O)c(=O)c2ccccc12
    5, 11, 0.0, -7, -4, -6, -18, 2, -20
CN=C1SC(CC(=O)Nc2ccc(F)cc2F)C(=O)N1/N=C(\C)c1cccc(OCC(=O)O)c1 (stereo not drawn)
    2, 3, -0.2, -14, -2, -3, -12, -2, -14
Cn1c(=O)c2c(nc(NCCNC(=O)c3ccco3)n2Cc2ccc(Cl)cc2Cl)n(C)c1=O
    -5, -4, 0.2, -24, -1, -18, -15, -1, -5
COc1ccc(C(=O)C2CCCN(C(=O)c3noc4c3CCCC4)C2)c(C)c1 (stereo not drawn)
    -3, -2, 3.8, 0, -5, -18, -11, 1, -33
COc1ccc(Cn2nnc3ccccc32)cc1
    -2, 21, 1.9, 14, -10, -3, -18, 16, -3
CCCC(=O)Nc1ccc2c(c1)COC2=O
    -4, 8, 0.8, 15, -2, -5, -10, 1, 0
CC(C)N1CCC(C)(C(=O)Nc2ccc(Cl)c(Cl)c2)C1 (stereo not drawn)
    ., 13, 0.8, -8, -8, ., 0, 4, -1
CCOc1ccc(NC(=O)C(=O)NCC2CCCN2CC)cc1 (stereo not drawn)
    -5, 21, 0.7, 13, -9, -16, -16, 6, -3
CCc1ccc(OCC(=O)NNC(=O)c2cc(S(=O)(=O)N(C)C)ccc2N2CCCC2)cc1
    -7, -11, -0.3, -6, -3, -7, -2, -1, -23
Cc1noc(C)c1CN(C(=S)NC1CC1)c1ccccc1
    1, 23, -0.3, 8, -9, -8, -9, 2, -9
C[C@@H]1CN([C@@H](C)CO)C(=O)c2cc(Br)cnc2O[C@@H]1CN(C)C(=O)Nc1ccc(F)cc1
    ., 16, 0.1, -16, -5, ., -12, 1, -2
COc1ccc(CCN2C(=O)NC(NS(=O)(=O)c3ccc(Cl)cc3)(C(F)(F)F)C2=O)cc1OC (stereo not drawn)
    -9, 13, 0.9, -15, -4, 5, -8, 4, 6
CN(C)/C=C1\N=C(c2ccc(Cl)cc2Cl)OC1=O
    -6, 17, 0.5, -10, -4, -4, -21, 1, -11

# Screening data as filed in PubChem BioAssay.
